# pAkt inh – HTS Assay for Inhibitors of Akt Phophorylation: Primary Screen. activity change, % for hits at 50 µM. 360,000 compounds, 0.32% hits. Neuro2A IGF-stimulated pAkt S473 HTRF, 20 min; stronger effect = lower value; in the data active = activity change below about -80%; inconclusive = mostly about -51% to -80%; also: % is scaled to controls: 0 for no effect and ±100 for the full control effect
#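 Neuro2A cells in DMEM with 0.5% FBS, overnight at 37 deg C, given compound at single 50 µM final, then IGF (6 nM final) for 20 min at 37 deg C. Lysed; phospho-Akt Ser473 by HTRF after 24 h, 665/615 ratio.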
# MmCpn inh – Inhibitors of TCP-1 ring complex (TRiC) of Methanococcus maripaludis (MmCpn): qHTS; Chaperonin Mm-Cpn (Methanococcus maripaludis); purified Mm-Cpn ATPase, ADP Transcreener TR-FRET; Potency, µM (doses to about 76.9 µM), for the others: at the top dose activity, negative = inhibition, actives largely listed as inhibitors; 330,000 compounds, 0.031% hits; also: potency is read from the fitted curve at half-maximal effect; % is scaled to controls: 0 for no effect and ±100 for the full control effect; nearly all actives have a fitted effect of over 80% in size
#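 Reaction buffer contained 30 mM Tris pH 7.4, 100 mM KCl, 5 mM MgCl2 and 1 mM DTT. Mm-CPN (25 nM final) hydrolysed 10 uM ATP over 30 min at 37°C; ADP was read by HTRF.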
# PTHR1 ag – qHTS for PTHR1 Agonists: Primary Screen; AID 743266, 2014; 410,000 compounds, 0.075% hits; Parathyroid hormone/parathyroid hormone-related peptide receptor (Homo sapiens), Q03431; Potency, µM (doses to about 115 µM), without a hit: top-dose activation, actives largely listed as activators; HEK293 GP2 PTHR1 cells, GloSensor cAMP luminescence, 1 h; also: potency is read from the fitted curve at half-maximal effect; nearly all actives have a fitted effect of over 55% in size; some results filed as inactive show a strong effect at the top dose; inactives centre near -15; many of its hits are not listed in these tables
# Target sequence (Q03431 whole entry, looked up): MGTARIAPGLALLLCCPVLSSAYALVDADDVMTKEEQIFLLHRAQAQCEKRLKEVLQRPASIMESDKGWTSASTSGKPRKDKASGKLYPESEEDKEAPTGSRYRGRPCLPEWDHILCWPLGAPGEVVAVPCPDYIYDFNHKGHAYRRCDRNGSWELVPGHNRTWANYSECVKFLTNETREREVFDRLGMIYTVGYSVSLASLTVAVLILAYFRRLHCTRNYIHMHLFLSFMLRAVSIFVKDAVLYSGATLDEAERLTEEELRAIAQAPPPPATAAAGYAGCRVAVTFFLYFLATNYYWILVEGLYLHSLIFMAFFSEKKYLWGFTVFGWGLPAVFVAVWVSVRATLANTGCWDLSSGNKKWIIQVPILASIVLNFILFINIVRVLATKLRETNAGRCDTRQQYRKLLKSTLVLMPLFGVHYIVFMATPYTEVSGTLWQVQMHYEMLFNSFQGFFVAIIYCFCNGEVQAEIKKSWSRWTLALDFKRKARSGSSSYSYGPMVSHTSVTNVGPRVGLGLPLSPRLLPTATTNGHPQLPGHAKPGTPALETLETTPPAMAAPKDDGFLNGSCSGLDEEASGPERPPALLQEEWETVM
#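 HEK-293-derived GP2 cells expressing PTHR1 and a GloSensor cAMP reporter, 3,000/well, plated overnight, given luciferin plus IBMX (each 0.5 mM as added) for 1 h at 37 °C, then compound for 1 h at 37 °C. Luminescence was read after 15 min at room temperature.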
# EPAC2 ag – qHTS for Agonist of cAMP-regulated guanine nucleotide exchange factor 4 (EPAC2): primary screen. Rap guanine nucleotide exchange factor 4 (Homo sapiens), Q8WZA2. EPAC2 activation, biochemical qHTS; response scale: 100% = 6.5 mM cAMP response. Potency, µM (titrated, usually from 154 µM), without a hit: at the top dose activation, actives largely listed as activators. 360,000 compounds, 0.079% hits. AID 720711, 2013; also: potency is read from the fitted curve at half-maximal effect; nearly all actives have a fitted effect of over 50% in size
#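 Nucleotide exchange monitored as fluorescence drop when BODIPY-GDP leaves Rap1B. Reaction: 100 nM EPAC2, 250 nM RAP1B-BODIPY-GDP, 50 uM GDP, room temperature, kinetic read over 30 min. Activity expressed relative to 6.5 mM cAMP.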
# DRD3 agonist – qHTS of D3 Dopamine Receptor Agonist: qHTS; D(3) dopamine receptor (Homo sapiens), P35462; D3R DiscoveRx beta-arrestin cells, luminescence, 90 min; max activation, %; 410,000 compounds, 0.58% hits; AID 652048, 2013; in the data active = max activation above about 30%; also: 0% is about no effect; mostly tested at two doses, the higher about 12 µM
# Target sequence (P35462 whole entry, looked up): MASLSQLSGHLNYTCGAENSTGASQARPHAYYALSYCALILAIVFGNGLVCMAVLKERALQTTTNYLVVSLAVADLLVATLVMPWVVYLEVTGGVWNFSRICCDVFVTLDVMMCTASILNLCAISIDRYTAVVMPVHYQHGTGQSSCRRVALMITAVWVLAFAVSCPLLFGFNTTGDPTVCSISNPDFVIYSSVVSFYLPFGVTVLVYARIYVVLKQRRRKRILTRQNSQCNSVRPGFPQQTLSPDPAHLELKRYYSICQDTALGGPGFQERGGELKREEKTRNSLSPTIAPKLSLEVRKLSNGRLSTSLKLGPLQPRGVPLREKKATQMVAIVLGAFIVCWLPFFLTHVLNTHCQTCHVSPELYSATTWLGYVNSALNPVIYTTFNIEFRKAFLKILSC
#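 Agonist mode: compounds and dopamine controls were applied to plated cells for 90 min at 37 degrees C after an overnight attachment at 1500 cells/well. Luminescent read-out followed 30 - 60 minutes at room temperature with DiscoveRx detection reagent.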
# DRD3 antagonist – qHTS of D3 Dopamine Receptor Antagonist: qHTS | D3R cells, DiscoveRx beta-arrestin luminescence, antagonist mode; stronger effect = lower value | max response, negative = inhibition, % | 360,000 compounds, 2.5% hits | D(3) dopamine receptor (Homo sapiens), P35462 | AID 652054, 2013; in the data active = max response below about -50%; inconclusive = no clear call, values can overlap the other calls; also: % is scaled to controls: 0 for no effect and ±100 for the full control effect; mostly tested at two doses, the higher about 12 µM
#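 Cells plated overnight at 1500 cells/well, then exposed to library compounds with dopamine controls for 90 minutes at 37 degrees C. DiscoveRx reagent added for 30–60 minutes at room temperature; luminescence read, quantitative HTS format.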
# EPAC2 antagonist – qHTS for Antagonist of cAMP-regulated guanine nucleotide exchange factor 2 (EPAC2): primary screen; EPAC2 GEF exchange of Rap1B-BODIPY-GDP, fluorescence; Potency, µM (series often up to 114 µM), without a hit: at the top dose activity, negative = inhibition, usual class: inhibitors; 360,000 compounds, 0.18% hits; AID 720708, 2013; also: potency is read from the fitted curve at half-maximal effect; % is scaled to controls: 0 for no effect and ±100 for the full control effect; nearly all actives have a fitted effect of over 45% in size; many of its hits are not listed in these tables
# CCT chaperon mod – High-Throughput Screening for Modulators of Cytosolic Chaperonin Activity | purified chaperonin ATPase assay, HTRF ADP detection, 30 min | activity change, % (concentration not given with the values), hits read low | 360,000 compounds, 0.3% hits; in the data active = activity change below about -30%; also: % is scaled to controls: 0 for no effect and ±100 for the full control effect
#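 First, chaperonin was dispensed at 40 nM or 20 nM final depending on batch activity. Next, compounds were pinned at 76 uM and ATP added at 10 uM. After 30 min at 37 °C, ADP detection reagents ran 30 min at ambient temperature.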
# * = called active by the depositor; i = inactive; ? = inconclusive; nt = no result given; & = joins results of further samples; [ ] = remark or other dose. Unless noted, calls follow the shape of the dose curve; as a rule, active = well fitted curve in the direction sought with a large enough effect; inconclusive = small, poorly fitted or top-dose-only effect, or another doubt; inactive = no such curve, though single readings can be large; an effect the other way counts as inactive or inconclusive. Some of the compounds tested; count on the stated rates, not on these rows.
SMILES,pAkt inh,MmCpn inh,PTHR1 ag,EPAC2 ag,DRD3 agonist,DRD3 antagonist,EPAC2 antagonist,CCT chaperon mod
CCOC(=O)CNC(=O)Cn1cnc2c(nnn2-c2ccccc2)c1=O,i,-1%,-17%,0%,5,7,0%,-0.8
COc1ccc2nc(NC(=O)c3cccc(-c4cc5ccccc5oc4=O)c3)sc2c1,i,-1%,i,3%,-1,-20,17%,1.4
CSc1ccc(S(=O)(=O)NCCOc2ccccc2C)cc1,i,-1%,i,14%,-11,-9,1%,-2.1
COC(=O)C1=C(C(=O)OC)C2C(C)=CC(C)=CN2C(C(=O)OC)=C1C(=O)OC (stereo not drawn),i,-2%,i,-5%,-8,22,-2%,0.4
C=CCOc1cccc(C(=O)/C=C2/C(=O)Nc3ccccc32)c1,i,-3%,-16%,22%,-7,-6,-13%,-2.6
COc1ccc(C2=NN(CN3C(=O)C(=O)c4ccccc43)C(c3cccc([N+](=O)[O-])c3)C2)cc1 (stereo not drawn),i,1%,-9%,7%,-6,-25,-4%,2.3
Cc1ccc2c(c1)C(c1ccccc1)N(C(=O)C(C)C)CC(=O)N2 (stereo not drawn),i,-2%,i,2%,2,22,-21%,0.1
Cc1ccc(C(=O)NNC(=O)C2CCN(S(=O)(=O)c3ccc(C)cc3)CC2)cc1,i,3%,-14%,-1%,7,-7,5%,-2.4
CC1(C)C=C(c2ccc(O)cc2)CC(C)(C)N1,i,-1%,i,2%,7,-14,4%,2.9
COc1ccc(NC(=O)CN2C(=O)COc3ccc(S(=O)(=O)N4CCCCC4)cc32)cc1OC,i,1%,-2%&-19%,0%,-14&6,2,2%,-0.3
O=C(/C=C/c1ccc(O)cc1)c1ccccc1,i,-6%,-27%,7%,-1,18,-9%,0.0
Cc1cccc(NC(=O)CN2CCN(C(=O)CNC(=O)c3ccc(-c4ccccc4)cc3)CC2)c1C,i,nt,-48%[inhibitor],-2%,-1,0,35%[activator],-2.0
Cn1cc(/C=C/c2nc3ccccc3c(=O)n2-c2cccc([N+](=O)[O-])c2)c2ccccc21,i,-2%,i,2%,-2,4,1%,-0.8
O=C(Cc1ccccc1[N+](=O)[O-])N1CCN(S(=O)(=O)c2ccccc2)CC1,i,2%,i,-3%,-7,-23,-4%,-2.9
Nc1c(C(=O)Nc2ccccc2)c2nc3ccccc3nc2n1CCCN1CCOCC1,i,1%,i,4%,-17,18,-15%,2.2
Cc1cc(Cl)ccc1OCC(=O)Nc1cccnc1,i,2%,-44%[inhibitor],4%,11,-6,-11%,-0.9
CC(=O)c1cccc(-n2nnnc2SCC(=O)Nc2cc(C)on2)c1,i,1%,-3%,9%,0,1,19%,-1.4
COc1ccc(C(=O)Nc2ccc(C(=O)N3CCCC3)cc2)cc1[N+](=O)[O-],i,2%,-16%,2%,2,17,-7%,-2.6
COc1cc(OC)cc(C(=O)OCn2nnc3ccccc3c2=O)c1,i,2%,i,5%,2,2,-12%,-0.4
Cn1c(SC2CCCCC2=O)nnc1-c1ccccc1F (stereo not drawn),i,3%,-20%,-1%,2,11,7%,-1.8
CN(C)C(=O)c1ccc2c(c1)C1C3CCC(C3)C1C(c1ccccc1)N2 (stereo not drawn),i,1%,-29%,15%,-4,-6,?,0.1
COc1cccc(C(=O)COC(=O)C(C)N2C(=O)C3C4C=CC(C4)C3C2=O)c1 (stereo not drawn),i,0%,i,5%,7,-4,6%,-0.6
O=S(CC(O)COCc1ccc(Cl)cc1)c1ccccn1 (stereo not drawn),i,2%,i,15%,-5,-19,-1%,-0.4
COc1ccc(/C=N/NC(=O)c2cc3cc(OC)c(OC)cc3[nH]2)cc1,i,1%,-6%,10%,-1,16,0%,-0.7
CCN1C(=O)N[C@@H](c2ccccc2)[C@H](C(=O)OC)[C@H]1C,i,nt,-5%,12%,-21,0,10%,1.2
CCOc1cc(C)c(C(C)C)cc1S(=O)(=O)n1ccc(C)n1,i,0%,-10%[57.5 µM],17%,9,?,11%,-0.7
O=C1CCC(C(=O)OCc2nnc(-c3ccc(Br)cc3)o2)=NN1,i,-1%,-31%[inhibitor],4%,3,8,-6%,-1.8
CCCCCC(=O)Nc1nc(C)c(-c2csc(Nc3ccccc3OCC)n2)s1,i,-14%,i,-2%,1,-19,0%,-1.1
Cc1nnc(N2C(=O)C(=O)/C(=C(\O)c3ccc4c(c3)CC(C)O4)C2c2ccccc2)s1 (stereo not drawn),i,-18%,i,10%,-13,-5,17%,-4.3
COC(=O)c1ccc(OCC(O)CNC2CCCC2)cc1 (stereo not drawn),i,0%,-1%,2%,-12,-29,4%,0.0
COc1cc(Cl)ccc1OCc1cc(C(=O)NC2CCc3ccccc32)no1 (stereo not drawn),i,2%,-63%[inhibitor],4%,2,-18,-7%,-0.2
CC(=O)c1cccc(N/C=C\C(=O)c2ccc(C)cc2)c1,i,0%,-21%,13%,-2,8,-7%,-0.8
CC(OC(=O)c1ccc(S(=O)(=O)NCc2ccco2)cc1)C(=O)Nc1ccccc1 (stereo not drawn),i,2%,-9%,-2%,0,6,-6%,0.7
CN(C)c1ccc(C2Nc3ccccc3C(=O)N2CCN2CCNC2=O)cc1 (stereo not drawn),i,-1%,i,4%,6,3,7%,0.1
CCOc1ccc(NC(=O)CSc2nc3ccsc3c(=O)n2Cc2ccc(C(=O)O)cc2)cc1,i,nt,-6%,8%,-3,-1,-3%,-3.6
CN(CC1CCCO1)S(=O)(=O)c1ccc(C(=O)Nc2nnc(-c3ccccc3)o2)cc1 (stereo not drawn),i,3%,-10%,2%,-1,-1,-5%,0.5
COc1cccc(-c2c(-c3ccccc3OC)ncn2Cc2cccc(-c3ccccc3)c2)c1,i,nt,-9%,1%,-4,?,?,nt
CCOC(=O)CCC(=O)N1CCOCCOCCN(C(=O)CCC(=O)OCC)CCOCC1,i,0%,-5%[57.5 µM],0%,1,-4,3%,-1.0
Cc1cccc(-c2cc(=O)c(C(=O)O)cn2-c2ccc(F)cc2F)c1,i,-12%,-26%,7%,0,-79*,9%,1.0
C=C(C)CN=c1scc(C)n1/N=C/c1ccco1,i,0%,9%[57.5 µM],11%,5,-17,-5%,0.3
CCCCCOc1ccc(C(=O)CCC(=O)NNC(=O)c2ccncc2)cc1,i,1%,i,-14%,1,6,-3%,0.8
COc1ccc(S(=O)(=O)N2CCN=C2SCc2cccc(C)c2)cc1,i,1%,-20%,14%,-6,15,-2%,-1.5
CCOC(=O)Cn1nnnc1C(C(C)C)N(Cc1cccs1)Cc1cc2cc(C)ccc2[nH]c1=O (stereo not drawn),nt,-10%,-15%,4%,6,20,-14%,0.1
CC(C)OCCCN1CN(S(=O)(=O)c2ccc(Cl)cc2)c2nc3ccccc3nc21,i,1%,i,16%,1,19,-7%,-2.3
N#CC1=C(N)Oc2n[nH]c(-c3ccccc3)c2C1c1ccncc1 (stereo not drawn),i,-1%,-16%,-2%,3,11,7%,0.4
COc1ccc(NC(=O)CN(C)C(=O)c2ccc(S(=O)(=O)Nc3ccccc3F)cc2)cc1,i,1%,-2%,-2%,-5,-5,7%,0.3
O=C(O)c1ccccc1NCc1ccncc1,i,-2%,i,1%,-1,-20,18%,-2.0
O=C(c1ccccc1)c1c[nH]c(C(=O)NCc2cccnc2)c1,-100%*,0%,-13%,-4%,6,44,13%,-3.1

# Compound profiles, as listed above. Order of screens: pAkt inh	MmCpn inh	PTHR1 ag	EPAC2 ag	DRD3 agonist	DRD3 antagonist	EPAC2 antagonist	CCT chaperon mod
# COc1cccc(-c2c(-c3ccccc3OC)ncn2Cc2cccc(-c3ccccc3)c2)c1 is listed as i	nt	-9%	1%	-4	?	?	nt
# N#CC1=C(N)Oc2n[nH]c(-c3ccccc3)c2C1c1ccncc1 (stereo not drawn) is listed as i	-1%	-16%	-2%	3	11	7%	0.4
# COc1ccc(NC(=O)CN(C)C(=O)c2ccc(S(=O)(=O)Nc3ccccc3F)cc2)cc1 is listed as i	1%	-2%	-2%	-5	-5	7%	0.3

# (more compounds)
SMILES,pAkt inh,MmCpn inh,PTHR1 ag,EPAC2 ag,DRD3 agonist,DRD3 antagonist,EPAC2 antagonist,CCT chaperon mod
O=C(NCc1ccccc1)C(c1ccccc1)N(C(=O)c1csnn1)c1ccc(F)cc1 (stereo not drawn),i,1%,i,14%,-1,3,-16%,-4.1
COc1ccc(NC2CCCN(C(=O)CCc3cccc(F)c3)C2)cc1 (stereo not drawn),i,3%,-6%,9%,0,-18,-3%,-1.6
CC(C)(C)C1CCC2(CC1)C(C#N)=C(SCC(=O)Nc1ccccc1)NC(=O)C2C#N (stereo not drawn),i,0%,-7%,-6%,1,0,-1%,-2.4
Fc1ccc(COc2cccc3cccnc23)cc1,i,-4%,-1%,11%,-3,-1,-3%,-0.6
CCN(C)c1ccc(/C=N\n2nnnc2N)cc1,i,-2%,-41%[inhibitor],5%,0,3,9%,-0.5
COc1ccc(-c2cc(CNS(=O)(=O)c3ccc(NC(C)=O)cc3)on2)cc1,i,1%,-6%,11%,-3,-14,1%,-1.1
O=C(CSc1nc2c(sc3ccccc32)c(=O)n1CCCN1CCCC1)NCc1ccccc1,i,-1%,16%,8%,-10,-14,9%,0.0
O=C(NCC1CC1)c1ccc2c(c1)S(=O)(=O)c1cc(Cl)ccc1C2=O,i,-1%,-7%,17%,6,2,9%,-3.7
COc1ccc(CCNC(=O)COc2ccc(S(=O)(=O)NC(C)C)cc2)cc1OC,i,0%,i,9%,0,7,-6%,1.0
CC(O)CSc1nc2c(c(=O)n(C)c(=O)n2C)n1CCCc1ccccc1 (stereo not drawn),i,0%,-2%,12%,-1,15,-11%,1.4
